High-throughput results (PubChem BioAssay)
IMPase Li cell: qHTS Assay for Identifying the Cell-Membrane Permeable IMPase Inhibitors: Potentiation with Lithium; CHO-M1 cells, IP1 TR-FRET (IP-One), carbachol + lithium; Potency, µM (series often up to 59.4 µM), for inactives: top-dose activity, negative = IMPase inhibition, most hits filed as inhibitors; actives 0.35% (n = 210,000);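 further: IP1 builds up when IMPase is blocked and the TR-FRET signal falls; potency means the concentration at half of the fitted maximal effect; plate controls were basal vehicle for no effect and high inhibitor control for full effect; nearly all actives have a fitted effect of over 50% in size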
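Lithium-sensitised IP1 accumulation assay; M1-expressing CHO cells treated 30 min at 37C with compound. Competitive antibody detection by time-resolved FRET followed a 10 min room-temperature lysis step.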
HTT ATP protect: qHTS Multiplex Assay to Identify Dual Action Probes in a Cell Model of Huntington: Cytoprotection (ATP); actives 0.14% (n = 230,000); PC12 HTT-Q103 induced, cytoprotection, ATP luminescence, 40 h; Potency, µM (top dose mostly 56.4 µM), for the others: cytoprotection (ATP increase), usual class: activators; AID 1471, 2008;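 further: potency means the concentration at half of the fitted maximal effect; % of control where 0% means no effect; nearly all actives have a fitted effect of over 45% in size; toxic huntingtin expression switched on by the ecdysone agonist tebufenozide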
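PC12 cells with ecdysone-inducible HTT exon 1 Q103-GFP, induced with 100 nM tebufenozide and co-treated with library compounds in a dose series (1536-well, 1500 cells/well). Cytoprotection read as ATP content by ATPlite luminescence.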
CBFb-RUNX1 inh: qHTS Assay for Compounds Blocking the Interaction Between CBF-beta and RUNX1 for the Treatment of Acute Myeloid Leukemia. AlphaScreen CBFb-His/RUNX1-biotin binding, biochemical. 230,000 tested, under 10 active. Runt-related transcription factor 1 (Homo sapiens) + Core-binding factor subunit beta …. AID 1477, 2009. Potency, µM (highest dose often 59.8 µM), for the others: at the highest dose activity, negative = inhibition, usual class: inhibitors; further: % of control where 0% means no effect
Target sequence (Q01196 whole entry, looked up): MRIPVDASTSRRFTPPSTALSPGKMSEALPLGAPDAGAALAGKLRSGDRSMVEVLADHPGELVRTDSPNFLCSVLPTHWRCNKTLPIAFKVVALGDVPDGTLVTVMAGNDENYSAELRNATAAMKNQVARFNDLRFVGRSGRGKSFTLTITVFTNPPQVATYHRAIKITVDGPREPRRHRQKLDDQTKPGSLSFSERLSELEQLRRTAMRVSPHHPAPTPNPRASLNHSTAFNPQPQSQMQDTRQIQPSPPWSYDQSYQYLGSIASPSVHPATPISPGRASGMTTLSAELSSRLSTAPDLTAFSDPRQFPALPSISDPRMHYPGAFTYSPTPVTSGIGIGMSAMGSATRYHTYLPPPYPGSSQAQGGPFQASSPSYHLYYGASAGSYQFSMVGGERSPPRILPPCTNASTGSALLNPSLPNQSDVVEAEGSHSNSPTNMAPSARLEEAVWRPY
Target sequence (Q13951 whole entry, looked up): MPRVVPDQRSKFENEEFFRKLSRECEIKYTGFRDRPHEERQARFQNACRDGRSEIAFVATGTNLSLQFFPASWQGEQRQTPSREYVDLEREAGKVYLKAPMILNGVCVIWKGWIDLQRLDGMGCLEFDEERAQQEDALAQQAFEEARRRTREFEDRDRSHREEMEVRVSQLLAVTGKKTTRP
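CBF-beta (His) and RUNX1 (biotin), 30 nM each; 20 min preassociation; + compound, 15 min; + beads 50 ng each (Ni, streptavidin), 90 min; RT; AlphaScreen read.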
SMN2 splice enh: qHTS Assay for Enhancers of SMN2 Splice Variant Expression | actives 2.8% (n = 210,000) | HEK293 SMN2-luciferase splicing reporter, luminescence, 30-36 h | Potency, µM (titrated, usually from 46.1 µM), inactives show at the top dose activity change, positive = activation, hits mostly activators; further: potency means the concentration at half of the fitted maximal effect; % of control where 0% means no effect; nearly all actives have a fitted effect of over 55% in size
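HEK293 cells carry an SMN2 minigene-luciferase reporter in which exon 7 inclusion puts luciferase in frame. Cells were seeded at 2000 cells/well, attached for 10-12 hours, then exposed to compounds for 30-36 hours at 37C before ONE-Glo luminescence.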
KinaseGlo FLuc: Counterscreen for Luciferase (Kinase-Glo TM) Inhibition | Luciferin 4-monooxygenase (Photuris pensylvanica), Q27757 | Kinase-Glo luciferase, ATP luminescence, 8 min | Potency, µM (titrated, usually from 38.3 µM), without a hit: at the highest dose activity change, negative = inhibition, actives largely listed as inhibitors | actives 0.28% (n = 200,000) | AID 1379, 2008; further: potency means the concentration at half of the fitted maximal effect; on the % scale 0 is the no-effect control and ±100 the full control effect; nearly all actives have a fitted effect of over 60% in size
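Kinase-Glo luciferase light output from ATP and luciferin was measured with 10 uM ATP, within the enzyme's linear range. Buffer: 50 mM imidazole pH 7.2, 50 mM KCl, 7 mM MgCl2, 0.01% Tween 20, 0.05% BSA; luminescence read after 8 min at ambient temperature.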
HttQ103 aggreg: qHTS Multiplex Assay to Identify Dual Action Probes in a Cell Model of Huntington: Aggregate Formation (GFP). actives 1.1% (n = 220,000). Potency, µM (series often up to 46.1 µM), without a hit: at the highest dose activity change, negative = inhibition, usual class: inhibitors. PC12 HttQ103-GFP aggregates, Acumen cytometry, 40 h; further: potency means the concentration at half of the fitted maximal effect; on the % scale 0 is the no-effect control and ±100 the full control effect; nearly all actives have a fitted effect of over 60% in size
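Quantitative HTS on tebufenozide-induced (100 nM) PC12 cells stably expressing polyQ103 Huntingtin exon 1–GFP. Reduction of bright GFP aggregates, detected by laser scanning cytometry after lysis, identified actives across the titration.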
Lamin A splicing: qHTS Assay for Modulators of Lamin A Splicing. Potency, µM (highest dose often 46.1 µM), for the others: at the top dose ratio change, negative = inhibition, usual class: inhibitors. actives 0.01% (n = 200,000). HeLa LMNA splicing GFP/RFP minigene ratio, 48 h; active means well fitted inhibition curve with a large enough effect in the signal ratio, with a control signal flat, not every such curve was filed as active; inconclusive means small, poorly fitted or top-dose-only effect, or effect the other way, or a change in a side signal; the % refers to the signal ratio; further: potency means the concentration at half of the fitted maximal effect; on the % scale 0 is the no-effect control and ±100 the full control effect
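S3 HeLa cells stably expressing lamin A-EGFP splicing minigene plus DsRed2, 600 cells/well, 48 h compound exposure at 37C. Laser-scanning cytometry; analysed as GFP (500-530 nm)/RFP (575-640 nm) total intensity ratio; 0.5% DMSO vehicle.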
Active calls of the source: *; ? = inconclusive; / = not tested or not shown; & = joins results of further samples; [ ] = dose if it differs, or a comment. Unless noted, the call rests on the fitted dose curve; in most records, active means well fitted curve in the direction sought with a large enough effect; inconclusive means small, poorly fitted or top-dose-only effect, or another doubt; inactive means no such curve, though single readings can be large; an effect the other way counts as inactive or inconclusive.

Screens in order – IMPase Li cell | HTT ATP protect | CBFb-RUNX1 inh | SMN2 splice enh | KinaseGlo FLuc | HttQ103 aggreg | Lamin A splicing
#1 COc1cccc(NC(C)C(=O)Nc2cc([N+](=O)[O-])ccc2Cl)c1 (configuration not stated)
 : -6.0% | -4.4% | -8.0% | -14.0% | 4.8% | 0.4% | /
#2 CC(O)CNc1nc2ccccc2n1CC(=O)N1CCN(Cc2ccccc2)CC1 (configuration not stated)
 : 5.7% | -63.6%[inhibitor] | 0.2% | 7.7% | -1.6% | 0.2% | -25.1%[46 µM]
#3 COc1ccc(CN2CCN(C(=O)CN3C(=O)C4C5C=CC(C5)C4C3=O)CC2)c(OC)c1OC (configuration not stated)
 : 2.1%[38.3 µM] | -22.1% | 4.5% | -50.2%[inhibitor] | -1.3% | -30.6% | 0.9%
#4 Cc1ccc(S(=O)(=O)N2CCN(CC(=O)N/N=C/C=C/c3ccccc3)CC2)cc1
 : -2.4% | -14.4%[10 µM] | -6.4% | -3.6% | -1.8% | ? | -9.0%
#5 O=C1C2CC=CCC2C(=O)N1c1cccc(OS(=O)(=O)c2ccc3ccccc3c2)c1 (configuration not stated)
 : 33.0%[activator][38.3 µM] | 3.3%[10 µM] | 1.1% | -36.2% | -0.9% | -0.9% | -4.1%
#6 O=C(Cc1ccc(S(=O)(=O)N2CCCC2)s1)NC1CCCCCC1
 : 8.3%[38.3 µM] | 2.8% | -11.0% | 0.1% | -3.7% | 19.0% | -6.0%
#7 CCS(=O)(=O)c1ccc(S(=O)(=O)CC)s1
 : 17.6%[38.3 µM] | -1.1% | 4.0% | -11.0% | -0.9% | 0.5% | -0.5%
#8 CCN(CC(=O)Nc1sc2c(c1C#N)CCCC2)Cc1nc2ccccc2c(=O)[nH]1
 : 9.7% | -2.7% | 4.0% | -8.5% | 1.7% | -7.8% | -17.5%[46 µM]
#9 CN1CCN(S(=O)(=O)CC2(C)C3CCC2(C)C(=O)C3Br)CC1 (configuration not stated)
 : / | -4.7%[10 µM] | 1.6% | / | / | -8.3%[9.22 µM] | /
#10 NNc1nc2c(-c3ccc(Cl)cc3)nnn2c2ccccc12
 : 0.5% | -23.6%[10 µM] | 5.6% | 12.6µM* | -9.8% | -16.6% | ?
#11 CNC(=O)C1CC(=O)N(Cc2ccc3c(c2)OCO3)C(=Nc2ccc(OC)cc2)S1 (configuration not stated)
 : 6.5%[38.3 µM] | -14.5% | -1.0% | -11.3% | 0.0% | 27.1% | ?
#12 CCOP(=O)(OCC)/C(C#N)=C(\O)c1ccc(OC)cc1
 : / | 16.6%[10 µM] | 12.9% | / | / | 2.7%[9.22 µM] | /
#13 CCNC(=O)COC(=O)Cc1ccc(Cl)cc1Cl
 : -3.4% | -6.3% | 15.7% | 9.5% | 4.8% | 0.6% | /
#14 CC(=O)Nc1ccc(NC(=O)Cn2cnc3c(cnn3C(C)(C)C)c2=O)cc1
 : 4.5%[38.3 µM] | 5.2%[1.9 µM] | -2.4% | -8.4% | -3.2% | 21.6% | -5.8%
#15 Cc1ccc(/C=N/NC(=O)Cc2cccn2C)cc1
 : / | 10.3%[10 µM] | -8.2% | / | / | -3.0%[9.22 µM] | /
#16 CC(=O)Nc1ccc(N(C(=O)CNC(=O)c2ccco2)C(C(=O)NCC2CCCO2)c2ccccc2)cc1 (configuration not stated)
 : -0.8% | 16.4%[10 µM] | 4.0% | 5.3% | 1.6% | -0.8%[9.22 µM] | -4.0%[46 µM]
#17 C=CCn1c(SCC(=O)NCc2ccc3c(c2)OCO3)nc2scc(-c3ccc(F)cc3)c2c1=O
 : 2.7%[38.3 µM] | -19.0% | 1.8% | 7.0% | -1.1% | -1.0% | 31.3%
#18 COc1ccc(-c2nnn(CC(=O)N(C3CCCCC3)C(C)C(=O)NC3CCCC3)n2)cc1OC (configuration not stated)
 : 16.2%[38.3 µM] | 11.2% | 10.2% | 0.2% | 11.3% | 3.6% | 7.6%
#19 Cc1cccc(CSc2nnc(NC(=O)CSc3nnc(C)s3)s2)c1
 : -9.3%[38.3 µM] | 1.4% | 3.2% | -6.2% | -2.1% | 4.7% | 5.0%
#20 Cc1ccc2[nH]c(=O)c(CN(Cc3ccc4c(c3)OCO4)Cc3nnnn3Cc3ccco3)cc2c1
 : 12.6%[38.3 µM] | -28.6%[10 µM] | -12.4% | -20.5% | 0.3% | -15.4% | -5.0%
#21 C=CCc1cccc(CNc2nc3ccccc3n2CCN2CCOCC2)c1O
 : 21.7%[38.3 µM] | -24.7% | 1.3% | -5.1% | -1.7% | -20.6% | 8.1%
#22 CC1(C)CC(=O)C2=C(C1)OC(N)=C(C#N)C2c1ccccc1 (configuration not stated)
 : 8.2%[38.3 µM] | 14.0% | -0.7% | 11.3% | 1.7% | -5.9% | 14.1%
#23 OC(CNCc1ccccc1Cl)C(F)(F)F (configuration not stated)
 : -0.4% | 2.1% | 4.0% | -6.1% | 3.3% | 8.7% | -8.4%[46 µM]
#24 CCn1nc(C)c(CCC(=O)O)c1C
 : 0.2% | 19.5%[10 µM] | 0.3% | 18.7% | 1.6% | 14.6%[9.22 µM] | /
#25 Cc1c(C#N)c(NC(=O)CCl)n(Cc2ccccc2)c1C
 : -3.1% | -58.2%[inhibitor] | -7.1% | -73.7%[inhibitor] | 8.2% | 3.98µM* | /
#26 COc1ccc(Nc2nc(N3CCCC3)nc(N3CCCC3)n2)c(OC)c1
 : 62.8%[activator][38.3 µM] | 6.2% | -7.0% | -19.2% | -2.1% | 4.7% | 6.8%
#27 COC(=O)C1=C(N)OC2=C(C(=O)CC(C)(C)C2)C1c1ccccc1OCC#N (configuration not stated)
 : 3.2% | -9.7%[10 µM] | -0.2% | -2.1% | -0.4% | 28.9%[9.22 µM] | /
#28 COc1ccc(-c2cc(-c3ccc(F)cc3)nc(N3CCN(C)CC3)n2)cc1
 : -1.5%[38.3 µM] | -10.1% | 0.9% | -6.9% | -5.4% | 26.1% | 17.8%
#29 O=C(c1ccco1)N1CCC2(CC1)CN(c1ccc(-c3ccccc3)cc1)C2
 : -3.4% | 22.4% | / | -37.8%[inhibitor] | 2.5% | / | /
#30 CC(=O)c1ccc(COC(=O)c2ccccc2NC(=O)C(C)C)cc1
 : 6.4% | -70.6%[inhibitor] | 14.6% | 6.5% | -0.6% | -21.8% | ?

Later entries:
Screens in order – IMPase Li cell | HTT ATP protect | CBFb-RUNX1 inh | SMN2 splice enh | KinaseGlo FLuc | HttQ103 aggreg | Lamin A splicing
#31 Cc1cccc(NC(=O)N2CCC(NC(=O)c3ccccc3C)CC2)c1
 : -1.4%[38.3 µM] | -11.0% | 8.9% | 9.9% | 0.6% | -10.5% | -6.0%
#32 CC1(OC(=O)C2CCCC2)C(=O)C=C2C=C(c3ccsc3)N(Cc3ccccc3)C=C2C1=O (configuration not stated)
 : 13.2% | -14.2%&-9.9%[10 µM] | 2.4%[13.1 µM] | -27.1%[9.22 µM] | -1.4%[7.66 µM] | -4.8%[9.22 µM] | -16.2%[9.22 µM]
#33 Cc1ccnc(N2CCC(C(=O)Nc3ccc4c(c3)OCO4)CC2)n1
 : 21.7%[38.3 µM] | 21.1% | 10.0% | 14.5% | 5.5% | -9.7% | 0.6%
#34 CCOC(=O)N=S(=O)(Oc1ccc([N+](=O)[O-])cc1)c1ccccc1 (configuration not stated)
 : 2.1% | 15.5%[10 µM] | 5.7% | -13.5% | 1.2% | -12.6% | 4.5%
#35 CCOc1ccc(C(=O)Nc2cccc([N+](=O)[O-])c2)cc1Br
 : -9.6% | 17.0%[10 µM] | -1.4% | 14.9% | -1.4% | -9.6% | -16.2%
#36 COC1=C(OC)C(=O)C(C/C=C(\C)CC/C=C(\C)CC/C=C(\C)CC/C=C(/C)CC/C=C(\C)CC/C=C(\C)CC/C=C(\C)CC/C=C(\C)CC/C=C(\C)CCC=C(C)C)=C(C)C1=O
 : 14.1% | -55.7%[inhibitor] | 7.4% | 2.0% | -3.4% | / | /
#37 CCOC(=O)N1CCN(C(=O)c2ccc3c(c2)ncn3C2CCCC2)CC1
 : 4.7%[38.3 µM] | -26.1% | 5.5% | 10.4% | 6.0% | 12.5% | 7.8%
#38 O=C(NC1C(=O)NNC1c1ccc(Cl)cc1)c1ccc(F)cc1 (configuration not stated)
 : 11.5% | 24.2%[10 µM] | 8.0% | / | -1.4% | 32.8%[9.22 µM] | -0.2%[46 µM]
#39 CCCOc1ccc(C(C)(O)CN2CCOCC2)cc1 (configuration not stated)
 : 28.0%[38.3 µM] | -7.9%[10 µM] | 11.4% | 16.2% | -1.5% | -16.4% | -1.4%
#40 CC1CCc2c(sc(NC(=O)Cn3nc(C(F)(F)F)c4c3CCCCC4)c2C#N)C1 (configuration not stated)
 : 1.7%[38.3 µM] | -27.8% | 3.4% | -19.3% | -1.0% | -7.1% | ?
#41 Cc1c(OCc2ccccc2)cccc1OCc1ccccc1
 : 6.2% | -14.3%[10 µM] | 27.4%[13.1 µM] | -4.7% | 2.9% | 3.5% | 11.7%
#42 Cc1ccc(OCCN2CCN(C(=O)CCC(=O)Nc3nnc(CC(C)C)s3)CC2)cc1
 : / | 37.3%[10 µM] | 4.9% | / | / | 22.1%[9.22 µM] | /
#43 Cn1c(=O)c2c(ncn2CC(=O)OCC(=O)NC2CCCc3ccccc32)n(C)c1=O (configuration not stated)
 : 9.7%[38.3 µM] | 10.0%[10 µM] | 10.3% | 1.6% | 2.7% | -24.8% | -4.7%
#44 Cc1cc(C)c([N+](=O)[O-])cc1NCC(=O)N1CCN(c2ccccc2)CC1
 : 5.7% | -14.1% | -16.9% | -5.1% | -1.0% | -17.6% | -7.7%[46 µM]
#45 COC(=O)CC(NC(=O)c1ccco1)c1cccc2ccccc12 (configuration not stated)
 : 21.0%[38.3 µM] | -9.1% | 2.6% | 2.1% | 2.7% | -5.0% | -10.5%
#46 CC1=C(C(=O)OCC2CCCO2)C(c2ccc(Cl)c(Cl)c2)NC(=O)N1 (configuration not stated)
 : 5.0% | -25.1%[10 µM] | -0.5% | / | 0.6% | 12.2%[9.22 µM] | /
